All columns: NCI-60 one-dose screen, growth in % after 48 h at 10 µM unless noted; 100 = growth as untreated, 0 = no growth, -100 = all killed.
HL-60(TB) = HL-60(TB) leukemia cells; actives 9% (n = 78,000); active = growth percent below 10
* marks the source's active call; other numbers are inactive results; & = joins results of further samples. This is a subset (hit frequency here may not be typical).

canonical_smiles | HL-60(TB)
c1ccc2nc3ccccc3nc2c1 | 106
CC(C)(C)NC(=O)Cc1ccccc1 | 101&103
COc1cc(-c2nc3occn3c2-c2ccnc(NCCNS(=O)(=O)c3ccc(Cl)cc3)n2)ccc1F | 100
CCN(CC)CCCC(C)Nc1ccnc2c(Cl)cc(Cl)cc12 (configuration not stated) | 106
O=C(O)Cc1ccc(Cl)c(Cl)c1 | 110
CCCCCC(O)c1ccccc1 (configuration not stated) | 107
O=S1c2ccccc2N=C(c2cccc3ccccc23)CC1c1cccc2ccccc12 (configuration not stated) | 87
COC1OC(COCc2ccccc2)C(N)C(OCc2ccccc2)C1OCc1ccccc1 (configuration not stated) | 93
Nc1nc(-c2ccccc2)cc(-c2cc(-c3ccccc3)nc(N)n2)n1 | 109
CSc1nc2ccc(C)cc2cc1Cc1cc(-c2ccccc2)n[nH]c1=O | 98

New compounds follow.
canonical_smiles | HL-60(TB)
CC1(C)C2CCC1(C)C1(C2)OCCS1 (configuration not stated) | 91
COc1cc(-c2nc(SCc3ccc([N+](=O)[O-])cc3)[nH]c(=O)c2C#N)ccc1OCc1ccccc1 | 68
FC(F)(F)c1cccc(CCl)c1 | 96
CN1C(=O)/C(=C/c2ccc(C3Oc4ccccc4C4CC(c5ccccc5)=NN43)cc2)SC1=S (configuration not stated) | 97
CC(=O)C1=C(C)NC(=S)NC1c1ccc2c(c1)OCO2 (configuration not stated) | 96
COc1ccc(/C=C2\Cc3c(F)ccc(Br)c3C2=O)cc1OC | 100
CCCC1OC1(CC)C(=O)OCC(CC)(COC(=O)C1(CC)OC1CCC)COC(=O)C1(CC)OC1CCC (configuration not stated) | 93
S=C(S)Nc1ccc(Cl)cc1 | 111
O=C(O)c1cn(C2CC2)c2cc(N3CCN(C(=O)CCCN4C(=O)S/C(=C/c5ccc(F)cc5)C4=O)CC3)c(F)cc2c1=O | 108
COc1ccc(-c2nc3sc(-c4ccccc4)cn3n2)cc1 | 67

Additional structures
canonical_smiles | HL-60(TB)
O=c1sc2cc3ccccc3nc2n1-c1ccc([N+](=O)[O-])cc1 | 101
Cc1ccc(Nc2[nH]c(=S)nc3[se]c4c(c23)CCCCC4)cc1 | 112
COC(=O)/C=C1\Sc2ccccc2NC1=O | 107
CN(C)CCCSc1ccccc1NC1=C(Cl)C(=O)C(Nc2ccccc2SCCCN(C)C)=C(Cl)C1=O | -35*
N#C/C(=C/c1ccnc2ccccc12)c1ccccc1 | 57
O=C(/C=C/c1ccc(N2CCCCC2)cc1)c1cc2ccccc2oc1=O | 79
CNc1ccc(C(=O)O)cc1 | 70
Cn1c(=O)c2c(nc(Br)n2CC(=O)Nc2ccc(F)cc2)n(C)c1=O | 95
COc1ccc(-c2nc(SCC(C)C)nc(NNC(N)=O)c2C#N)cc1 | 101
CCOC(C)C=O (configuration not stated) | 90

More entries.
canonical_smiles | HL-60(TB)
Nc1ncnc2c1N=C1c3ccccc3CCC1C(c1ccccc1)N2 (configuration not stated) | 94
O=c1c2ccccc2nc(COc2ccccc2)n1/N=C/c1ccccc1Cl | 104
Cc1nn(-c2ccccc2)c(N2CCCC2)c1-c1nc2ccc(C(=O)NN=Cc3cccc(O)c3)cc2[nH]1 | 96
CC[C@H](Nc1ncnc2nc[nH]c12)c1nc2cccc(CCCCNC(=O)NO)c2c(=O)n1-c1ccccc1 | 37
NNC(=O)CCc1ccncc1 | 96
Cn1ncc2c1CCc1cc(S(=O)(=O)c3ccccc3)c(=O)[nH]c1-2 | 87
CC(CC=C(c1ccccc1)c1ccccc1)C1CCC2C3CCC4CC5CCC4(C)C3(O5)C(=O)CC12C (configuration not stated) | 104
C#CCSC(=S)NNc1ccccc1 | 95
O=C(/C=C/Nc1ccc(I)cc1)c1ccc2c(c1)Nc1ccccc1S2 | 100
COc1ccc(C2=NNC3(C2)C(=O)Nc2ccccc23)cc1 (configuration not stated) | 100

The list continues:
canonical_smiles | HL-60(TB)
CC(C)(C1CCC(O)CC1)C1CCC(O)CC1 (configuration not stated) | 101&106
COc1ccccc1NS(=O)(=O)c1ccc2oc(SC(C)C)nc2c1 | 54
CC(C)(C)c1ccc(SCC(=O)O)cc1 | 84
Cc1ccc(-c2cc3nc(C(Cl)Cl)nc(-c4cccs4)n3n2)cc1 | 24
O=C(Nc1ccccc1Cl)n1ccnc1 | 113
CCCCOc1ccc(OCCCC)cc1 | 115
COc1ccc(C2CC(c3cccc(Nc4ccncc4)c3)=NN2c2ccc(Cl)cc2)cc1 (configuration not stated) | -46*
CC(=O)Nc1c(Cl)cc2c(c1Cl)Cc1cc(C#N)ccc1-2 | 87
COc1cc(-c2nn(C(C)(C)C)cc2-c2ccnc(NCCCNS(=O)(=O)c3ccc(C)cc3)n2)ccc1Cl | 108
Nc1cccc(C(=O)c2ccccc2C(=O)O)c1 | 106

2 entries from above, set out differently.
CC(=O)C1=C(C)NC(=S)NC1c1ccc2c(c1)OCO2 (configuration not stated)
  HL-60(TB) = 96

COc1ccc(/C=C2\Cc3c(F)ccc(Br)c3C2=O)cc1OC
  HL-60(TB) = 100

The listing continues:
canonical_smiles | HL-60(TB)
O=C(CCc1nnc2sc(Cc3ccccc3Cl)nn12)c1nc2ccccc2[nH]1 | 104
O=c1c2c(nc3ccccn13)c1cccnc1n2Cc1ccccc1 | 100
COC(=O)c1cc(Cl)cc(C(=O)OC)c1 | 113
Cc1ccsc1/C=C1/C(=O)N(C)c2ccccc21 | 100
NNC(=O)c1cc(=O)[nH]c(=O)[nH]1 | 90
COc1ccccc1N1CCN(Cc2c[nH]c3c(N4CCCCC4)ncnc23)CC1 | 101
O=C(CC1Sc2ccccc2NC1=O)NNc1ccc(Cl)c(Cl)c1 (configuration not stated) | 82
O=C1CCCN1c1nc(-c2ccc(Cl)cc2)c(Br)s1 | 100
CCOC(=O)c1c2ncccc2n2c(=O)n(C3CCCCC3)nnc12 | 89
CCOC(=O)/C=C1/SC(=Nc2ccc(C#N)cc2)N(Cc2ccco2)C1=O | -27*

Remaining list, next part.
canonical_smiles | HL-60(TB)
C#CCOC(=O)Nc1cccc(Cl)c1 | 112
O=C1CCC(N2C(=O)c3cccc(NCCOCCOCCn4cc(CNc5cccc6c5C(=O)N(C5CCC(=O)NC5=O)C6=O)nn4)c3C2=O)C(=O)N1 (configuration not stated) | 106
O=S(=O)(OCCO)c1ccccc1 | 107
O=C1C=C(Nc2cccc(C(=O)O)c2)c2ccccc2C1=O | 82
Ic1cccs1 | 104
COc1c(N2CC3CCCNC3C2)c(F)cc2c(=O)c(C(=O)N/N=C(/C)c3ccccc3)cn(C3CC3)c12 (configuration not stated) | 74
c1ccc2c(c1)CCCc1nnc3nncn3c1-2 | 88
Cc1ccc(C(=O)/C=C/c2ccccc2)cc1 | 97
CC1(C)N=C(N)N=C(N)N1c1cccc(CC(=O)Nc2ccccc2)c1 | 22
CC1SC(c2ccc(Cl)cc2)N(NC(=O)c2cccnc2)C1=O (configuration not stated) | 73

Reprinted at random: 3 compounds from above
canonical_smiles | HL-60(TB)
C#CCOC(=O)Nc1cccc(Cl)c1 | 112
c1ccc2c(c1)CCCc1nnc3nncn3c1-2 | 88
Ic1cccs1 | 104

More compounds:
canonical_smiles | HL-60(TB)
O=c1[nH]c(Sc2sc3ccc(Cl)cc3c2CBr)nc(=S)[nH]1 | 22
O=C1/C=C/[C@@H](O)[C@@H]2C[C@@H](O)C[C@H]2/C=C/CCC[C@@H](O)CCO1 | 123
CC(C)OC(=O)Oc1ccc(Cl)cc1Cl | 95
O=C(Nc1cccc2ccccc12)NC1CC1 | 108
O=C(N1c2ccccc2Sc2ccccc21)n1cnc2ccccc21 | 76
COc1ccc(CCNC(=O)C(Cl)Cl)cc1 | 103
COc1ccc(Cl)cc1NN | 58
S=C(NCc1ccccc1)NCc1ccccc1 | 85
CCCCNC(=O)Nc1ccc(Cl)cc1 | 90
CCN(CC)CCCN1C(=O)c2c(c(C)c3c(oc4cc(OC)ccc43)c2C)C1=O | 95

Later entries.
canonical_smiles | HL-60(TB)
C#CC/C(C(=O)OC)=C1\CC[C@@H](C)O1 | 99
CCCN(CCC)CCC(O)c1cc2c(c3ccccc13)CCCC2 (configuration not stated) | 113
Nc1ccc(S(=O)(=O)O)c2cc(S(=O)(=O)O)cc(O)c12 | 99
COC(=O)c1ccc(C)c([N+](=O)[O-])c1 | 108
Nc1[nH]n2cc(-c3ccccc3)nc2c1N=Nc1ccc(S(N)(=O)=O)cc1 | 28
Cc1c(-c2ccccc2)nc(N2CCOCC2)c(C#N)c1C#N | 64
O=C1CC(c2nc3ccccc3o2)CN1c1ccccc1 (configuration not stated) | 102
O=c1c(/C=C/c2ccco2)nnc(SCCN2CCOCC2)n1/N=C/c1ccc([N+](=O)[O-])cc1 | 88
Cc1c2c(cc[n+]1Cc1ccc(F)cc1)c1ccc(OCc3cccc(F)c3)cc1n2Cc1cccc(F)c1 | -49*
CCn1c2ccc(O)cc2c2c(C)c3c[n+](CCCCCC(N)=O)ccc3c(C)c21 | 96

Remaining list, next part
canonical_smiles | HL-60(TB)
CC1(c2ccc(Cl)cc2)OC(=O)C(=Cc2ccc([N+](=O)[O-])s2)C(=O)O1 (configuration not stated) | 44
CCCCCCCCOc1cccc(S(=O)(=O)Nc2ccc(C)cc2C(=O)O)c1 | 101
O=c1oc2cc(NCCN3CCOCC3)ccc2cc1-c1nc2ccccc2[nH]1 | 96
COc1ccc(N2N=C(c3ccc4c(c3)OCCO4)CC2c2cccc(NC(=O)CCNS(=O)(=O)c3ccc(Cl)cc3)c2)cc1 (configuration not stated) | 47
COc1ccc(S(=O)(=O)NCCCNc2nccc(-c3cn(-c4ccccc4)nc3-c3ccc(Cl)c(OC)c3)n2)cc1 | 92
COc1ccc(N(CCN(C)C)C(=O)C(c2ccccc2)c2ccccc2)cc1 | 99
c1ccc(CN2CCCC(c3ccccc3)=C2c2ccccc2)cc1 | 98
COc1ccc(S(=O)(=O)N2CCCCCC2)cc1NC(=O)c1[nH]c(C)c2c1CCCCC2=O | 7.6*
CO/N=C1/C=C(C)C(=O)C(C)=C1C | 111
O=C(CC1(O)C(=O)Nc2ccccc21)c1cccnc1 (configuration not stated) | 94

As entered above:
COc1ccc(S(=O)(=O)NCCCNc2nccc(-c3cn(-c4ccccc4)nc3-c3ccc(Cl)c(OC)c3)n2)cc1 @ HL-60(TB): 92
COc1ccc(N(CCN(C)C)C(=O)C(c2ccccc2)c2ccccc2)cc1 @ HL-60(TB): 99
O=C(CC1(O)C(=O)Nc2ccccc21)c1cccnc1 (configuration not stated) @ HL-60(TB): 94
CC1(c2ccc(Cl)cc2)OC(=O)C(=Cc2ccc([N+](=O)[O-])s2)C(=O)O1 (configuration not stated) @ HL-60(TB): 44

(more compounds)
canonical_smiles | HL-60(TB)
O=C(N/N=C/c1c(Cl)cccc1Cl)c1ccc(C(F)(F)F)nc1Nc1cccc(C(F)(F)F)c1 | -44*
COC(=O)c1nc(-c2ccc(C)cc2)oc1S(=O)(=O)c1cccc(OC)c1 | 45
COc1ccc2oc(=O)cc(-c3nccc4c3[nH]c3ccccc34)c2c1 | 89
CN(C)C(=O)c1ncc(-c2ccc(C(F)(F)F)cc2)c(NC2CCCCCC2)n1 | 101
COc1ccc(C2SCC(=O)N2CCCN2CCOCC2)cc1OC (configuration not stated) | 105
Cc1nn(-c2ccccc2)c(Cl)c1/C=C/C(=O)c1ccc(F)cc1 | 47
O=C(O)CC(=O)O | 101
COc1cccc(/C=N/NC(=O)COc2cc(=O)[nH]c3cc(C)ccc23)c1 | 100
COC(=O)[C@@H](Cc1c[nH]c2ccccc12)NC(=O)/C=C/c1ccccc1 | 0.5*
COc1ccc(C(=O)/C(=N/Nc2ccccc2)c2ccc(OC)cc2)cc1 | 88

The listing continues:
canonical_smiles | HL-60(TB)
NC(N)=NN=C(c1ccc(O)cc1)c1ccc(O)cc1 | 113
O=C(CCCCCC1CCCCC1)OCCc1ccccc1 | 101
C[C@@H]1CC[C@@H]2[C@@H]1[C@H](OC(=O)/C=C/c1ccccc1)[C@]1(c3ccccc3)C[C@@H](NC(=O)CO)[C@@]2(C)O1 | 98
COc1cccc(-c2nc3sccn3c2-c2ccnc(NCCNS(=O)(=O)c3cccc4ccccc34)n2)c1 | 145
O=C(O)CCCCC(=O)Nc1cccc(Cn2nnc3cc(Cl)c(Cl)cc32)c1 | 109
CCNC | 101
C[n+]1ccc(/C=C/c2ccccc2)cc1 | 83
c1ccc(-c2nnsc2-c2ccccc2)cc1 | 87
CCNc1nc(O)c(/C=C2\C=Nc3ncccc32)s1 | -22*
CC1(C)Oc2cc3oc(C(=O)O)cc(=O)c3cc2-c2ccccc21 | 86

Continuation.
canonical_smiles | HL-60(TB)
COc1ccc(-c2csc(NC(=O)c3ccc(OC)c(OC)c3)n2)cc1 | 101
CSc1nc2ccccc2cc1/C=C1/C=C(c2ccccc2)NC1=O | 86
CCN(CC)CCC(C)=O | 111
ClCCN(CCCl)CCN1c2ccccc2Sc2ccccc21 | 75
NCCNc1nc2ccccc2c2c(=O)c3cc(F)ccc3sc12 | 63
Cc1nnc(SCC(=O)Nc2ccc(-c3ccccc3)cc2)s1 | 84
CC(=O)Nc1ccc(-c2cc3cnc4ccccc4c3oc2=O)cc1 | 107
COc1ccc(/C=C/C(=O)Nc2ccc(C=C3c4ccccc4C(=O)c4ccccc43)cc2)cc1 | 36
COc1cc(CC(=O)O)ccc1O | 68
Cc1cc(O)c(C(C)C)cc1NC1=CC(=O)c2ccccc2C1=O | 55

(listing goes on)
canonical_smiles | HL-60(TB)
Cc1nn2c(/C=C3/C(=O)Nc4cc(Cl)ccc43)c(-c3ccc(F)cc3)nc2s1 | 86
CC(C)COc1ccc(O)cc1 | 54
C[n+]1ccncc1 | 99
COc1ccc(-c2nnc3c(/C=C/c4ccc(Br)cc4)nc4ccccc4n23)cc1 | 3.9*
C[C@@H]1O[C@H](/C=C\c2ccc(F)cc2)[C@@H](O)[C@H]1O | 90
COc1ccc(-c2cc(/C=C/C(=O)c3cc(OC)c(OC)c(OC)c3)[nH]n2)cc1OC | -23*
CS(=O)(=O)Nc1ccccc1NS(C)(=O)=O | 99
COC(=O)C(=CC(Br)C(Br)c1ccccc1)C(=O)OC (configuration not stated) | 94
C/C(=C\c1ccccc1)C(O)C(=O)c1nc2ccc([N+](=O)[O-])cc2[nH]c1=O (configuration not stated) | 83
CCOC(=O)c1c2ncccc2n2c(=O)n(Cc3ccccc3)nnc12 | 67
CCNC(=O)N1CCc2c(Cl)c3c(c(OC)c2[C@@H]1[C@H]1OCc2c1ccc(OC)c2OC)OCO3 | 52
COc1cc2nc(NC3CC3)nc(NC3CCN(C)CC3)c2cc1OC | 106

High-throughput results (PubChem)
